GPR55 activation: GPR55 agonists via beta-arrestin recruitment, primary screen, imaging, U2OS cells, beta-arrestin-GFP redistribution (AID 1961) | U2OS GPR55 beta-arrestin-GFP redistribution imaging; higher % means a stronger effect | activation, % at 10 µM, or EC50 in µM where a hit was titrated | 0.048% of 290,000 active;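 active = activation above 40% with more than 50 cells counted in the well; inconclusive = wells holding fewer than 50 cells, flagged as toxic or sparse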;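 note: U2OS osteosarcoma cells stably expressing GPR55 and beta-arrestin-GFP; plate controls were DMSO negative control for no effect and LPI positive control for full effect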
HIV peptide binding: cell-free HIV fusion peptide-binding blockers – biochemical, uHTS, fluorescence dequenching, primary screen (AID 1986); inhibition, % at 20 µM, or IC50 in µM where a hit was titrated; cell-free peptide binding, fluorescence dequenching, 30 min; higher % means a stronger effect; 0.3% of 290,000 active; in the data active = inhibition mostly above about 52%, no sharp cut-off; inactive = mostly below about 76%; note: some results filed as inactive read as strong as hits
KOR beta-arrestin-1: kappa opioid receptor blockers – cell-based, luminescence, uHTS (AID 1778). KOR beta-arrestin recruitment, luminescence, antagonist mode; higher % means a stronger effect. inhibition, % at 10 µM, or IC50 in µM where a hit was titrated. 0.091% of 290,000 active; in the data active = inhibition above about 50%; note: strong numbers were not always called active
KOR beta-arrestin-2: kappa opioid receptor activators – cell-based, luminescence, uHTS, primary screen (AID 1777); KOR beta-arrestin recruitment, luminescence; higher % means a stronger effect; one-dose activation, % at 10 µM; EC50 in µM for titrated hits; 0.02% of 280,000 active; in the data active = activation above about 50%, passing the limit was not always enough; note: a part of the inactive calls stands beside numbers as strong as those of hits
GPR35 antagonists: GPR35 antagonists blocking zaprinast-driven arrestin recruitment, primary screen, imaging, U2OS, beta-arrestin-GFP, zaprinast agonist (AID 2058) | U2OS GPR35 beta-arrestin-GFP translocation imaging, zaprinast antagonism; higher % means a stronger effect | inhibition, % at 10 µM; hits with a dose series show IC50 in µM | 0.052% of 290,000 active;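 active = inhibition of at least 50% with at least 30 cells and total cytoplasm GFP at most 10,000,000; inconclusive = under 30 cells or total GFP of 10,000,000 plus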
GPR55 antagonists: inhibition of LPI-stimulated GPR55 beta-arrestin translocation – imaging, U2OS, beta-arrestin-GFP, LPI agonist, primary screen (AID 2013). 0.13% of 290,000 active. inhibition, % at 10 µM; hits with a dose series show IC50 in µM. U2OS GPR55 beta-arrestin-GFP translocation imaging, LPI antagonism; higher % means a stronger effect;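 active = spots per cell inhibited over 60%, with over 100 cells counted and total cytoplasm intensity under 500,000; inconclusive = wells with under 100 cells, flagged as likely toxic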;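 note: U2OS cells stably carrying GPR55 and arrestin-GFP stimulated by 5 µM LPI near EC80; imaged beta-arrestin-GFP aggregate spots per cell after agonist stimulation; plate controls were LPI-stimulated DMSO wells for no effect and DMSO wells without LPI for full effect; some results filed as inactive read as strong as hits; confirmed hits need IC50 under 10 µM and bright autofluorescent wells are also inconclusive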
AID2073: inhibitors of Mint1-CaV2.2 protein interaction, biochemical, HTRF (AID 2073); HTRF protein-protein interaction, Mint1-CaV2.2; higher % means a stronger effect; 0.19% of 290,000 active; one-dose inhibition, % at 20 µM; IC50 in µM for titrated hits; in the data active = inhibition mostly above about 51%, no sharp cut-off; inconclusive = no clear call, values can overlap the other calls; inactive = mostly below about 53%; note: some results filed as inactive read as strong as hits
SIAH1 antagonists: Siah-1 peptide-binding antagonists, primary screen, biochemical, fluorescence polarization, rhodamine-plectin, uHTS (AID 1817); Siah-1 / rhodamine-plectin peptide fluorescence polarization; higher % means a stronger effect; 0.02% of 290,000 active; displacement, % at 20 µM; hits with a dose series show IC50 in µM;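 active = displacement of at least 50% at 20 µM, with a fluorescence ratio check between 0.3 and a set limit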;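 note: plate controls were Siah plus tracer with DMSO for no effect and tracer alone without Siah for full effect; strong numbers were not always called active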
NOD1 inhibition: NOD1 signaling inhibitors, primary screen, cell-based, luminescence, uHTS (AID 1578); NOD1-driven NF-kB luciferase reporter cells, luminescence; higher % means a stronger effect; one-dose inhibition, % at 4 µM; EC50 in µM for titrated hits; 1% of 290,000 active; in the data active = inhibition mostly above about 36%, no sharp cut-off; inactive = mostly below about 34%;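 note: HEK-293T reporter cells stimulated with the NOD1 agonist gamma-tri-DAP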
* marks the source's active call; other numbers are inactive results; ? = inconclusive; nt = no result given; & = joins results of further samples; [ ] = another dose, or the depositor's remark. Not all compounds are listed, so the mix of outcomes need not match the whole.

SMILES | GPR55 activation | HIV peptide binding | KOR beta-arrestin-1 | KOR beta-arrestin-2 | GPR35 antagonists | GPR55 antagonists | AID2073 | SIAH1 antagonists | NOD1 inhibition
Clc1ccc(N2COC3c4cccc5cccc(c45)C32)cc1 (configuration not stated) | 0.3% | 2.1% | 4.7% | -1.2% | -2.8% | 20.3% | 17.6% | 4.3% | -43.0%
CCc1nc(SCC(=O)NNC(=O)c2ccc(OC)cc2)c2ccccc2n1 | 0.1% | -3.1% | -23.9%[20 µM] | nt | -1.9% | -3.9% | 9.1% | 1.1% | -10.2%
CCN(/N=C/c1ccc(N(C)C)cc1)c1nc2ccccc2[nH]1 | ? | -4.3% | 13.0% | 0.0% | 6.1% | -2.4% | -14.0% | -3.0% | -16.2%
COc1ccc(N2CCN(C(=O)c3ccc(CS(=O)c4cccc(C)c4)o3)CC2)cc1 (configuration not stated) | -0.1% | -1.5% | 18.6% | -0.6% | -5.6% | 4.3% | ? | 1.6% | -24.2%
Cc1ccc(CNC(=O)Cn2cccc2)cc1 | 0.0% | 0.7% | 3.7% | -2.3% | 5.1% | 1.1% | -5.7% | 12.5% | -9.2%
Cc1cc(NC(=O)COC(=O)C(Cc2ccccc2)NC(=O)c2ccco2)no1 (configuration not stated) | -0.3% | 19.8% | 13.3% | 1.8% | -3.0% | 1.7% | -1.4% | 2.7% | -18.1%
CC1CC2=C(CC1/C=N/NC(N)=S)C(C)(C)CCC2 (configuration not stated) | 0.0% | -2.0% | -33.3% | 3.7% | 4.2% | -5.6% | -8.6% | 0.8% | -9.7%
COc1ccc(-n2ncc3c(NCC(C)C)ncnc32)cc1 | -0.1% | -1.1% | 7.4% | -4.5% | 5.8% | -0.3% | 20.8% | 8.8% | -18.1%
CCCCNC(=S)Nc1ccc(SC(F)F)cc1 | 0.3% | 0.6% | 27.2% | -2.0% | -8.6% | 6.8% | -6.4% | 9.1% | -14.8%
COc1cc2c(cc1OC)C(c1cc3cccc(C)c3[nH]c1=O)N(C(=O)c1ccco1)CC2 (configuration not stated) | -0.4% | 0.7% | -14.9% | 4.6% | 3.1% | 7.3% | 7.4% | -1.9% | -14.5%
O=C(Nc1ccc(S(=O)(=O)Nc2cnc3ccccc3n2)cc1)c1ccc(Cl)c([N+](=O)[O-])c1 | 0.0% | 48.8% | -26.1%[20 µM] | 3.1% | -9.3% | 4.1% | 7.0% | 1.8% | -12.6%
O=C(O)c1nn2c(C(F)(F)F)cc(-c3cccs3)nc2c1Cl | -0.4% | 2.2% | 1.5% | -0.3% | -13.5% | 5.4% | 20.1% | 7.1% | -15.8%
COc1cc2c(cc1OC)C(C1C(=O)CC(C)CC1=O)N(C(=O)CCl)CC2 (configuration not stated) | 0.4% | 9.7% | 16.0% | -1.5% | 4.0% | 2.8% | 32.5% | 4.2% | -38.9%
CC(C)OC(=O)c1cc(NC(=O)c2nn(C)cc2Br)cc(C(=O)OC(C)C)c1 | 0.0% | -2.0% | 37.1% | 7.0% | 6.0% | 16.4% | 1.7% | 0.6% | -21.0%
COc1ccc(NC(=O)C2CCCN(S(=O)(=O)c3cnc[nH]3)C2)cc1 (configuration not stated) | 0.8% | -1.4% | -32.4% | -0.7% | -7.7% | -10.8% | -8.9% | 1.4% | 1.2%
Cc1oc2cc3oc(=O)c(CCC(=O)NCCCC(=O)O)c(C)c3cc2c1C | 0.0% | 1.6% | 5.6% | -0.1% | 1.6% | 0.6% | 26.7% | 16.1% | -1.2%
COc1cc(CCC(=O)Nc2ccc(Cl)c(C(F)(F)F)c2)cc(OC)c1OC | 0.1% | 0.5% | 9.3% | -2.0% | -11.3% | 6.5% | 0.8% | 6.0% | -24.3%
C=C(C)CN(CC)C(=O)CC1C(=O)NCCN1CC(C)(C)C (configuration not stated) | 0.0% | -0.3% | 1.5% | -1.1% | -4.5% | -8.6% | -1.3% | 13.8% | -7.4%
Cc1cc(Cl)nc(Cl)c1C(=O)NCc1ccc(Cl)cc1 | 0.3% | 0.3% | -9.0% | -4.2% | 1.4% | 3.6% | 12.1% | -2.4% | -8.6%
O=C1C2CCCN2C(c2ccc(Cl)cc2)N1c1nccs1 (configuration not stated) | -0.5% | 4.2% | -7.9% | 2.5% | 3.8% | 2.1% | -4.9% | 2.9% | -35.5%
CC(=O)Nc1ccc(OCc2cccc([N+](=O)[O-])c2)cc1 | 0.2% | -2.1% | -4.1%[20 µM] | -2.3% | -7.7% | -7.4% | 8.1% | 3.0% | -39.3%
N#CC1=C2SCN(Cc3ccccc3)CN2C(=O)CC1c1ccc2c(c1)OCO2 (configuration not stated) | 0.6% | 7.9% | 40.2% | -3.7% | 13.3% | -9.7% | 62.1% | 7.0% | -16.0%
Cc1nc2ccccc2c2oc(C(=O)NCCN3CCCCC3C)cc12 (configuration not stated) | -0.1% | 2.9% | 2.5% | -4.5% | -5.8% | 13.0% | -3.1% | -2.3% | -9.9%
Cc1ccc(NC(=O)COC(=O)C(NS(=O)(=O)c2ccc(Cl)cc2)C(C)O)cc1C (configuration not stated) | 0.1% | -2.1% | -1.9% | -1.4% | 5.3% | 6.0% | -14.4% | -1.7% | -2.4%
O=C(Nc1cccc(F)c1)[C@@H]1CCCN1 | 0.4% | -2.3% | -19.4%[20 µM] | 6.2% | 1.5% | 1.4% | 9.9% | 0.3% | -25.2%
O=C(CSc1nnc(Cc2ccccc2)n1-c1cccc(Cl)c1)NNC(=O)Cc1ccccc1 | 0.0% | -1.2% | -6.5% | 2.6% | 14.2% | -2.0% | 2.8% | -5.2% | -10.7%
O=C(NCCN1CCCCC1)Nc1cccc(F)c1 | -0.4% | -0.5% | -30.4%[20 µM] | -5.3% | 10.8% | -1.9% | 20.6% | -4.3% | 17.8%
COc1ccccc1C1/C(=C(\O)c2ccc3c(c2)OCCO3)C(=O)C(=O)N1CCCn1ccnc1 (configuration not stated) | -0.1% | -2.4% | 2.6% | -2.6% | 10.5% | -15.9% | ? | -3.0% | -22.0%
Cn1c(=O)c2c(SCc3ccccc3)nc(-c3ccco3)nc2n(C)c1=O | 0.3% | 1.7% | 10.1% | -5.4% | -16.1% | 8.3% | 11.0% | -2.6% | -41.1%
Cc1ccc(OCC(=O)NC(=S)Nc2cccc(C)n2)cc1 | 0.1% | -2.2% | -4.9% | 9.6% | 0.2% | 9.3% | -24.9% | 11.0% | -10.9%
COc1cc2nc(CN3CCN(C(c4ccccc4)c4ccccc4)CC3)[nH]c(=O)c2cc1OC | -1.5% | 2.2% | -2.3% | 4.9% | -18.6% | -7.9% | 14.9% | 0.0% | -5.2%
COc1ccc(C)cc1NC(=O)CCN1CCN(C/C=C/c2ccccc2)CC1 | 1.8% | 0.1% | -2.4%[20 µM] | -5.2% | -4.6% | -6.2% | 5.0% | 1.7% | -8.1%
Cc1cc(NC(=O)CSC2=Nc3ccccc3C3=NC(Cc4ccccc4)C(=O)N23)n[nH]1 (configuration not stated) | 0.2% | 0.9% | -11.6% | -3.2% | -5.0% | 4.1% | 6.2% | -1.3% | -14.5%
O=C(O)c1cn(-c2ccc(F)cc2)c(=O)c2ccccc12 | 0.2% | 0.0% | -9.9%[20 µM] | 0.4% | -13.8% | -4.6% | 16.2% | 5.8% | -10.5%
O=C(NCCN1CCOCC1)c1cc(-c2ccc(Cl)cc2Cl)on1 | -0.1% | -0.6% | -54.1% | 1.2% | 1.1% | -0.8% | -0.1% | 5.1% | -21.5%
O=C(CN1CCCCCC1)Nc1ccc(Oc2ccccc2)cc1 | -0.4% | 1.2% | -6.8% | 7.1% | -4.9% | 3.2% | -1.3% | -1.7% | -6.5%
Nc1nc(-c2nonc2N)no1 | -0.3% | -2.2% | -3.4% | -4.8% | -11.5% | 5.5% | 2.0% | 5.7% | -27.3%
COC(=O)Cn1cc(C(=O)c2ccco2)c2ccccc21 | -0.1% | -0.1% | -23.5% | -7.3% | -15.4% | -6.6% | 6.5% | -2.7% | 6.4%
CCN1CCN(Cc2oc(CO)cc(=O)c2O)CC1 | 0.0% | -0.5% | -16.0% | 0.5% | 2.7% | 1.8% | -2.2% | -5.0% | -2.0%
CCn1c(CC(=O)Nc2ccccc2C)nnc1SCC(=O)NC1CCCC1 | -0.2% | -1.6% | -1.0% | -3.5% | 14.4% | -7.5% | -1.7% | -8.3% | 6.5%

3 records drawn at random from those above:
SMILES | GPR55 activation | HIV peptide binding | KOR beta-arrestin-1 | KOR beta-arrestin-2 | GPR35 antagonists | GPR55 antagonists | AID2073 | SIAH1 antagonists | NOD1 inhibition
Nc1nc(-c2nonc2N)no1 | -0.3% | -2.2% | -3.4% | -4.8% | -11.5% | 5.5% | 2.0% | 5.7% | -27.3%
COc1cc2nc(CN3CCN(C(c4ccccc4)c4ccccc4)CC3)[nH]c(=O)c2cc1OC | -1.5% | 2.2% | -2.3% | 4.9% | -18.6% | -7.9% | 14.9% | 0.0% | -5.2%
COc1ccc(C)cc1NC(=O)CCN1CCN(C/C=C/c2ccccc2)CC1 | 1.8% | 0.1% | -2.4%[20 µM] | -5.2% | -4.6% | -6.2% | 5.0% | 1.7% | -8.1%

(more compounds)
SMILES | GPR55 activation | HIV peptide binding | KOR beta-arrestin-1 | KOR beta-arrestin-2 | GPR35 antagonists | GPR55 antagonists | AID2073 | SIAH1 antagonists | NOD1 inhibition
Cc1cn([C@H]2C=C[C@@H](CO)O2)c(=O)[nH]c1=O | 0.1%&-0.1% | 1.1%&-1.0% | 7.4%&-1.6% | 0.2%&-3.2% | -10.5%&-5.1% | 5.2%&3.0% | -0.1%&0.7% | -0.2%&0.9% | -24.1%&-10.2%
CCOC(=O)N1CCC(NC(=O)c2cc3c(-c4ccc(Cl)cc4)nn(C)c3s2)CC1 | 0.0% | 3.8% | -194.1% | 21.6% | -8.5% | -0.5% | 24.2% | 2.1% | -20.3%
COC(=O)c1ccc(N=CC2=C(O)CC(c3ccccc3)CC2=O)cc1 (configuration not stated) | -0.1% | -2.1% | -1.3% | 19.5% | 2.5% | 1.9% | 13.5% | 8.7% | -11.4%
CCCNC(=O)c1nc(C)c(C)nc1C(=O)Nc1cccc(Cl)c1 | -0.4% | -2.0% | 5.4% | 2.1% | -1.8% | 2.4% | -17.4% | 16.3% | -21.3%
Cc1c(C)c2cc(Cl)c(O)c(CN(C)C)c2oc1=O | -0.2% | 4.7% | -19.2% | 4.6% | 0.5% | 34.5% | 25.8% | -1.7% | -10.0%
CC(NC(=O)N1CCN(c2ccccc2F)CC1)c1ccc(F)c(F)c1 (configuration not stated) | 0.3% | 0.0% | -13.8% | -2.6% | 15.2% | 2.5% | 4.3% | -6.5% | -7.3%
Oc1ccc(-c2csc(Nc3cccnc3)n2)cc1 | 0.2% | 2.7% | 34.6% | -2.0% | -1.0% | -2.0% | -0.8% | 1.5% | -11.4%

Screening results: PubChem BioAssay, Sanford-Burnham Center for Chemical Genomics
